Screening data deposited in PubChem BioAssay by National Center for Advancing Translational Sciences (NCATS).
KinaseGlo FLuc: Kinase-Glo luciferase inhibition (counter-screen); AID 1379; Kinase-Glo luciferase, ATP luminescence, 8 min; Potency, µM (series often up to 38.3 µM), for inactives: top-dose activity change, negative = inhibition, hits mostly inhibitors; Q27757; 0.28% of 200,000 active; note: % is set by controls: 0 for no effect and ±100 for the full control effect; nearly all actives have a fitted effect of over 60% in size
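Compound is pinned into ATP-containing buffer (10 uM ATP, imidazole pH 7.2, 7 mM MgCl2). Kinase-Glo luciferase reagent is then added. Light output is recorded following an 8-min room-temperature incubation.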
Epigenetic reg: regulators of epigenetic silencing causing reporter derepression in mouse cells; murine LDR cells, GFP reporter derepression, 30 h; Potency, µM (series often up to 53.9 µM), for the others: at the highest dose GFP activation, hits mostly activators; 0.2% of 280,000 active; note: % of control where 0% means no effect; nearly all actives have a fitted effect of over 60% in size
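GFP-positive cell count by laser-scanning cytometry (objects 20–120 um) after 30 h, 37 C compound exposure of murine LDR cells; reporter is CMV-GFP integrated at a silenced locus, inducible by HDAC or DNMT inhibitors.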
SMN2 splice up: enhancers of SMN2 splice variant expression | HEK293 SMN2-luciferase splicing reporter, luminescence, 30-36 h | AID 1458 | Potency, µM (highest dose often 46.1 µM), for inactives: top-dose activity change, positive = activation, hits mostly activators | 2.8% of 210,000 active; note: % of control where 0% means no effect; nearly all actives have a fitted effect of over 55% in size
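HEK293 cells carry an SMN2 minigene-luciferase reporter in which exon 7 inclusion puts luciferase in frame. Cells were seeded at 2000 cells/well, attached for 10-12 hours, then exposed to compounds for 30-36 hours at 37C before ONE-Glo luminescence.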
KDM4E inh: inhibitors of human JMJD2E histone demethylase. Potency, µM (titrated, usually from 57.1 µM), for the others: at the top dose activity change, negative = inhibition, actives largely listed as inhibitors. JMJD2E catalytic domain, FDH-coupled NADH fluorescence (FDH is formaldehyde dehydrogenase). 1.6% of 230,000 active; active = well fitted inhibition curve with a large enough effect, not every such curve was filed as active; inconclusive = small, poorly fitted or top-dose-only effect, or another doubt; inactive = no such curve, though single readings can be large or run the other way;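 note: 0% = wells with enzyme and -100% = buffer wells without enzyme; nearly all actives have a fitted effect of over 50% in size; many of its hits are not listed in these tables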
Target sequence (B2RXH2 1-337 limits assumed): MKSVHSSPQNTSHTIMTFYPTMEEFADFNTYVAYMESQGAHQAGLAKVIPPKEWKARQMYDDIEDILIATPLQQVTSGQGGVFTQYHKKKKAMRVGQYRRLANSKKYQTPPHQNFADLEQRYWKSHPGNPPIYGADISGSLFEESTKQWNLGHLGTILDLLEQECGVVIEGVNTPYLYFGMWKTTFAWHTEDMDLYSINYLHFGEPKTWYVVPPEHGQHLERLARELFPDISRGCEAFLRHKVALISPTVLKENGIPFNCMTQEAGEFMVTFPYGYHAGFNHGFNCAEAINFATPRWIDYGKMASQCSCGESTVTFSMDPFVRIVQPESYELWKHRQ
NPSR antag: neuropeptide S receptor (human) antagonism, cAMP. Q6W5P4. CHO-NPSR cells, cAMP TR-FRET, antagonist mode. Potency, µM (series often up to 38.3 µM), for the others: at the highest dose activity change, negative = inhibition, actives largely listed as inhibitors. 1% of 220,000 active. AID 1461; note: % is set by controls: 0 for no effect and ±100 for the full control effect; nearly all actives have a fitted effect of over 50% in size; many of its hits are not listed in these tables
Target sequence (Q6W5P4 whole entry, looked up): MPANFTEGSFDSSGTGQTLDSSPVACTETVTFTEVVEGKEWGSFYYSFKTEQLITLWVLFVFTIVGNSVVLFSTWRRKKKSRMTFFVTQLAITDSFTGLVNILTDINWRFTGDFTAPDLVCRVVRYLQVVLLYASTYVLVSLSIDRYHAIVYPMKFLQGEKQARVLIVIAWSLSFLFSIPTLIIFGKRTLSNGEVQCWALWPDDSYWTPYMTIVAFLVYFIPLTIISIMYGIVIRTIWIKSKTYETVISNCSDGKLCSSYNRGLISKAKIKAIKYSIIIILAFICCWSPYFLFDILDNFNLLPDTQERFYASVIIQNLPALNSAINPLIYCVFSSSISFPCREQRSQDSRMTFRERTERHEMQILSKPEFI
RECQ1 helicase: blocks DNA unwinding by human RECQ1; 0.54% of 240,000 active; P46063; Potency, µM (top dose mostly 57.3 µM), inactives show top-dose activity, negative = inhibition, hits mostly inhibitors; RECQ1 DNA unwinding, red fluorescence kinetic read; AID 2549;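 note: plate controls were vehicle for no effect and no enzyme for full effect; nearly all actives have a fitted effect of over 30% in size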
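RECQ1T1 50 nM; forked duplex (20 bp + 30-nt ss tails) 200 nM, ATP 2 mM final; pH 8.0, 2 mM MgCl2, 2.5 ug/ml poly(dI-dC); 15 min compound preincubation; discontinuous kinetic read over 2 h at RT.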
IMPase Li inh: cell-permeable IMPase inhibitors with lithium potentiation; CHO-M1 cells, IP1 TR-FRET (IP-One), carbachol + lithium; Potency, µM (series often up to 59.4 µM), for the others: at the top dose activity, negative = IMPase inhibition, hits mostly inhibitors; 0.35% of 210,000 active; AID 1457;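 note: IP1 builds up when IMPase is blocked and the TR-FRET signal falls; plate controls were basal vehicle for no effect and high inhibitor control for full effect; nearly all actives have a fitted effect of over 50% in size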
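IP1 accumulation measured by competitive TR-FRET in lysed CHO-M1 cells after 30 min compound exposure at 37C, with a small lithium addition to potentiate weak responses. Hill-equation AC50 from ratio and donor-channel data.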
GoLoco inh red: blocks human Gai1 binding to RGS12 GoLoco peptide, red readout. Gai1:RGS12 GoLoco peptide FP, rhodamine, 10 min. 0.44% of 230,000 active. Potency, µM (highest dose often 61.6 µM), for the others: top-dose activity, negative = inhibition, actives largely listed as inhibitors. P63096; active = well fitted inhibition curve with a large enough effect, not every such curve was filed as active; inactive = no such curve, though single readings can be large or run the other way; note: % is set by controls: 0 for no effect and ±100 for the full control effect; nearly all actives have a fitted effect of over 30% in size; many of its hits are not listed in these tables
Target sequence (P63096 whole entry, looked up): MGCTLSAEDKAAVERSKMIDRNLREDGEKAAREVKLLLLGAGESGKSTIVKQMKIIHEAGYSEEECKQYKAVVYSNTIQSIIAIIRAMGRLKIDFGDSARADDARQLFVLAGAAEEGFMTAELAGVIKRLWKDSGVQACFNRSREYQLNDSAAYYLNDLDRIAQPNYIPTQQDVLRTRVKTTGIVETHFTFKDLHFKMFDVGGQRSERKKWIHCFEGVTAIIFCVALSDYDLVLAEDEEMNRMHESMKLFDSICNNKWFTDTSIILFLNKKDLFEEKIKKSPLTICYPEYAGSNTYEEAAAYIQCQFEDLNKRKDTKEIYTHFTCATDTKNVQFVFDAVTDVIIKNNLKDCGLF
Active calls of the source: *; [ ] = dose if it differs, or a comment. Unless noted, calls come from the whole dose curve; as a rule, active = well fitted curve in the direction sought with a large enough effect; inconclusive = small, poorly fitted or top-dose-only effect, or another doubt; inactive = no such curve, though single readings can be large; an effect the other way counts as inactive or inconclusive. Potency is the fitted concentration of half-maximal effect. This is a subset; count on the stated rates, not on these rows.

For CC1=NOC(=O)/C1=C\c1ccc(-c2ccc(Br)cc2)o1 the results were KinaseGlo FLuc -8%, Epigenetic reg inconclusive, SMN2 splice up -41%, KDM4E inh inconclusive, NPSR antag -45%, RECQ1 helicase -6%, IMPase Li inh -13% and GoLoco inh red 8%.
`CCCCn1c(Cc2ccccc2)nnc1SCC(=O)Nc1cc(C)on1` gave KinaseGlo FLuc 6%, Epigenetic reg -1.2%, SMN2 splice up -11%, KDM4E inh 8%, NPSR antag -11%[46.1 µM], RECQ1 helicase -7%, IMPase Li inh 3% and GoLoco inh red -3%.
Screening S=C(Nc1ccc2cn[nH]c2c1)Nc1ccc(Cl)cc1Cl returned KinaseGlo FLuc -1%, Epigenetic reg -2.2%, SMN2 splice up 5%, KDM4E inh inconclusive, NPSR antag -12%, RECQ1 helicase -15%, IMPase Li inh 2% and GoLoco inh red 13%.
For COc1ccc(NC(C)C(=O)Nc2ccc(C#N)cc2)cc1Cl (stereo unspecified) the results were KinaseGlo FLuc 0%, Epigenetic reg -3.6%, SMN2 splice up 3%, KDM4E inh -2%, NPSR antag -17%[46.1 µM], RECQ1 helicase -5%, IMPase Li inh 28%[38.3 µM] and GoLoco inh red 11%.
For Cc1ccc(SCC(=O)NNC(=O)C2CCCCC2)cc1 the results were KinaseGlo FLuc -4%, Epigenetic reg -1.1%, SMN2 splice up 0%, KDM4E inh 0%, NPSR antag -8%[46.1 µM], RECQ1 helicase -6%, IMPase Li inh 1%[38.3 µM] and GoLoco inh red 3%.
`O=C(c1ccc(-c2ccccc2)cc1)N1CCN(c2ccccn2)CC1` gave KinaseGlo FLuc -1%, Epigenetic reg 0.0%, SMN2 splice up -25%, KDM4E inh -11%, NPSR antag -17%, RECQ1 helicase 23%, IMPase Li inh 20% and GoLoco inh red 3%.
Screening Cc1cc(C)cc(NC(=S)NC2CC3CCCC(C2)N3C2CCCC2)c1 (stereo unspecified) returned KinaseGlo FLuc -3%, Epigenetic reg -2.9%, KDM4E inh 0%, NPSR antag -14%, RECQ1 helicase -8%, IMPase Li inh 0% and GoLoco inh red 9%.
`CCCCCNC(=O)C(=O)C1C(=O)Nc2ccccc21` (stereo unspecified) gave Epigenetic reg -2.8%, KDM4E inh inconclusive, NPSR antag -6%, RECQ1 helicase -15% and GoLoco inh red -6%.
Screening Cc1nc(-c2coc3cc(OCC(=O)O)ccc3c2=O)cs1 returned KinaseGlo FLuc inconclusive, Epigenetic reg -1.1%, SMN2 splice up -6%, KDM4E inh inconclusive, NPSR antag -2%[46.1 µM], RECQ1 helicase inactive, IMPase Li inh 6%[38.3 µM] and GoLoco inh red -11%.
Cc1cc(-c2nnc(SCC(=O)Nc3nc(-c4ccccc4)cs3)o2)no1 was read as Epigenetic reg 0.0%, KDM4E inh -5%, NPSR antag -8%, RECQ1 helicase inactive and GoLoco inh red 7%.
CC1(C)[C@@H](O)CC[C@]2(C)C3C(=O)C=C4C5C[C@@](C)(C(=O)O)CC[C@]5(C)CC[C@@]4(C)[C@]3(C)CC[C@@H]12 (stereo partly specified) was read as KinaseGlo FLuc 3%, Epigenetic reg -1.9%, KDM4E inh -4%, RECQ1 helicase inactive, IMPase Li inh 2% and GoLoco inh red -5%.
O=C1COc2ccc(C(=O)c3ccccc3C(=O)NCc3ccco3)cc2N1 was read as KinaseGlo FLuc -2%, Epigenetic reg 0.0%, SMN2 splice up -14%, KDM4E inh -4%, NPSR antag -2%[46.1 µM], RECQ1 helicase -7%, IMPase Li inh 13%[38.3 µM] and GoLoco inh red 5%.
Screening OCC1(CCc2ccccc2)CCN(Cc2ccc3nsnc3c2)CC1 returned KinaseGlo FLuc 2%, Epigenetic reg -0.3%, KDM4E inh 11%, NPSR antag 42%, RECQ1 helicase inactive, IMPase Li inh 10% and GoLoco inh red -4%.
Cc1ccc(C2(CC(=O)O)CCOC(C)(C)C2)cc1 (stereo unspecified) was read as KinaseGlo FLuc 1%, Epigenetic reg 1.0%, SMN2 splice up 16%, KDM4E inh 3%, NPSR antag -4%[46.1 µM], RECQ1 helicase -4%, IMPase Li inh 2% and GoLoco inh red 2%.
Screening CN(C)c1nc(C(F)(F)F)cc(=O)[nH]1 returned KinaseGlo FLuc 0%, Epigenetic reg 2.6%, SMN2 splice up 1%, KDM4E inh -6%, NPSR antag 15%, RECQ1 helicase inactive, IMPase Li inh -5% and GoLoco inh red 12%.
CCOC(=O)C1=C(C)NC(=S)NC1C (stereo unspecified) was read as KinaseGlo FLuc 0%, Epigenetic reg 5.3%, SMN2 splice up 0%, KDM4E inh 5%, NPSR antag 12%, RECQ1 helicase -7%, IMPase Li inh -2% and GoLoco inh red -1%.
For COCc1[nH]nc2c1C(c1cccc(OC)c1)C(C#N)=C(N)O2 (stereo unspecified) the results were KinaseGlo FLuc 0%, Epigenetic reg 2.1%, SMN2 splice up -12%, KDM4E inh -2%, NPSR antag 8%[7.67 µM], RECQ1 helicase 5%, IMPase Li inh -9%[38.3 µM] and GoLoco inh red 3%.
Cc1cc(C)c(S(=O)(=O)c2ccccc2)c(OC(=O)c2cc(F)c(F)cc2Cl)n1 was read as KinaseGlo FLuc -1%, Epigenetic reg -0.2%, SMN2 splice up -10%, KDM4E inh -5%, NPSR antag inconclusive, RECQ1 helicase inactive, IMPase Li inh -3%[38.3 µM] and GoLoco inh red 6%.
For Fc1ccc(NCc2nnc(SCc3nnc(-c4ccccc4)o3)n2Cc2ccccc2)cc1 the results were KinaseGlo FLuc -1%, Epigenetic reg -5.9%, SMN2 splice up -27%, KDM4E inh 1%, NPSR antag inconclusive, RECQ1 helicase -22%, IMPase Li inh 1%[38.3 µM] and GoLoco inh red -5%.
For O=C(c1ccccc1)c1nc2ccccc2n(CCCn2c(=O)c(C(=O)c3ccccc3)nc3ccccc32)c1=O the results were KinaseGlo FLuc -3%, Epigenetic reg -1.2%, SMN2 splice up -21%, KDM4E inh -3%, NPSR antag -29%[46.1 µM], RECQ1 helicase inactive, IMPase Li inh -23%[38.3 µM] and GoLoco inh red 8%.
For COc1ccc(S(=O)(=O)N(CC(=O)Nc2ccc(S(=O)(=O)N3CCOCC3)cc2)c2ccccc2)cc1 the results were KinaseGlo FLuc 2%, Epigenetic reg -1.0%, SMN2 splice up -22%, KDM4E inh -5%, NPSR antag -3%, RECQ1 helicase -3%, IMPase Li inh 4% and GoLoco inh red -1%.
COc1ccc(-c2c(C)nn3c(N4CCN(Cc5ccccc5)CC4)cc(C)nc23)cc1OC was read as KinaseGlo FLuc 1%, Epigenetic reg inconclusive, SMN2 splice up -49%[inhibitor], KDM4E inh -14%, NPSR antag -20%[46.1 µM], RECQ1 helicase -9%, IMPase Li inh 21%[38.3 µM] and GoLoco inh red 1%.
COc1ccc(S(=O)(=O)N[C@H](C(=O)N2CC[C@@]3(O)CCCC[C@H]3C2)c2ccccc2)cc1 was read as KinaseGlo FLuc 0%, Epigenetic reg -0.7%, SMN2 splice up -4%, KDM4E inh 0%, NPSR antag -9%[46.1 µM], RECQ1 helicase inactive, IMPase Li inh -2%[38.3 µM] and GoLoco inh red 0%.
`CCC(=O)OC1C2CC3=C4CC(=O)OC(c5ccoc5)[C@]4(C)CCC3[C@@](C)(C2=O)C(CC(=O)OC)C1(C)C` (stereo partly specified) gave KinaseGlo FLuc -6%, Epigenetic reg 0.0%, SMN2 splice up -15%, KDM4E inh 0%, RECQ1 helicase -2%, IMPase Li inh 7% and GoLoco inh red 3%.
CCC1(c2ccccc2)NC(=O)N(CC(=O)Nc2ccc3c(c2)OCO3)C1=O (stereo unspecified) was read as KinaseGlo FLuc -6%, Epigenetic reg 2.0%, SMN2 splice up 15%, KDM4E inh 1%, NPSR antag -4%[46.1 µM], RECQ1 helicase -4%, IMPase Li inh -15%[38.3 µM] and GoLoco inh red -6%.
`O=C1C(C=Nc2ccccc2)=C(O)c2ccccc21` gave KinaseGlo FLuc 13µM*, Epigenetic reg -4.2%, SMN2 splice up 16µM*, KDM4E inh 9%, NPSR antag -24%[46.1 µM], RECQ1 helicase -3%, IMPase Li inh 32%[activator][38.3 µM] and GoLoco inh red 7%.
For Cn1ncc(Cl)c1C(=O)N/N=C/c1cccc(OC2CSC2)c1 the results were KinaseGlo FLuc -2%, Epigenetic reg -3.5%, SMN2 splice up 9%, KDM4E inh -8%, NPSR antag -18%, RECQ1 helicase 4%, IMPase Li inh -5% and GoLoco inh red 12%.
For CCOC(=O)C1=C(N)OC2=C(C(=O)CCC2)C1c1ccccc1OCC (stereo unspecified) the results were KinaseGlo FLuc 10%, Epigenetic reg -2.5%, SMN2 splice up 11%, KDM4E inh 5%, NPSR antag -11%[46.1 µM], RECQ1 helicase -12%, IMPase Li inh 5%[38.3 µM] and GoLoco inh red 0%.
For CC(=O)Nc1ccc(S(=O)(=O)Nc2ccc(NC(=O)c3ccco3)cc2)cc1 the results were KinaseGlo FLuc 1%, Epigenetic reg -0.3%, SMN2 splice up 7%, KDM4E inh 2%, NPSR antag -11%[46.1 µM], RECQ1 helicase -18%, IMPase Li inh 8%[38.3 µM] and GoLoco inh red -9%.
CC(CC(=O)NCc1ccccc1)C1CCCO1 (stereo unspecified) was read as KinaseGlo FLuc 0%, Epigenetic reg 0.0%, SMN2 splice up 17%, KDM4E inh 7%, NPSR antag -3%[46.1 µM], RECQ1 helicase -8%, IMPase Li inh 25%[38.3 µM] and GoLoco inh red 3%.
FC(F)(F)c1cccc(-n2cccc2/C=N/n2cnnc2)c1 was read as Epigenetic reg -4.7%, KDM4E inh -3%, NPSR antag -7%[46.1 µM] and RECQ1 helicase -8%.
`COC(=O)C(Nc1ccccc1Cl)(c1cc(C)c(O)c(C)c1)C(F)(F)F` (stereo unspecified) gave KinaseGlo FLuc 18%, Epigenetic reg -1.0%, SMN2 splice up 8%, KDM4E inh -5%, NPSR antag inconclusive, RECQ1 helicase -5%, IMPase Li inh 37%[activator][38.3 µM] and GoLoco inh red 4%.
NNC(=O)c1cccc(Cn2cc(Br)c([N+](=O)[O-])n2)c1 was read as Epigenetic reg 0.7%, KDM4E inh 7%, NPSR antag 13%, RECQ1 helicase inactive and GoLoco inh red -4%.
